# CaV13 ICDI inh – Primary screen for inhibitors of IQ motif and Ca2+-dependent inactivation inhibitor domain binding in CACNA1D, Förster resonance energy transfer in living cells, …; HEK cells, CFP/YFP FRET ICDI-IQ, plate reader, 10 min; percent FRET-ratio fall versus neutral wells; inhibition, % at 12.3 µM; 340,000 compounds, 0.098% hits;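 active means mean replicate inhibition of at least 30% and at least 1% of replicates passing that level; inconclusive means only one of the two criteria is met; inactive means neither criterion is met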;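 further: 0% = median of the neutral control wells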
# NR2E3 ag-1 – agonists of human NR2E3 nuclear receptor | Q9Y5X4 | CHO-S Gal4-NCOR/VP16-NR2E3 two-hybrid, luciferase | inhibition of corepressor binding, % at 3.98 µM | 360,000 compounds, 0.35% hits | AID 602229;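 active means inhibition above the mean of all tested compounds plus 3 SD, cut at about 70% in these data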;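 further: 0% = DMSO with NR2E3 transfected cells and 100% = cells lacking NR2E3 construct; higher means lower luciferase signal from less NR2E3 corepressor binding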
# Target sequence (Q9Y5X4 whole entry, looked up, the tested form may be a part): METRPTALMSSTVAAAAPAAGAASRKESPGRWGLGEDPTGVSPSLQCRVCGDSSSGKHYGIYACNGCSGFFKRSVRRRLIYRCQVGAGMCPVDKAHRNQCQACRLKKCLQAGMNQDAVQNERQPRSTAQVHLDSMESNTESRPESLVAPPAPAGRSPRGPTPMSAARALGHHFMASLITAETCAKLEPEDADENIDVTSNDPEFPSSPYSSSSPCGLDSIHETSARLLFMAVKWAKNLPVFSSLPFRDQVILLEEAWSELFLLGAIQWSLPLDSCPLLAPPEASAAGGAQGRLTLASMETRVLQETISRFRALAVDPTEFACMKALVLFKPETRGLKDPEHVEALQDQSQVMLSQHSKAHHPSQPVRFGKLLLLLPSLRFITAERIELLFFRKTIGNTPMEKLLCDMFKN
# Shn3 3UTR inh – inhibitors of Schnurri-3 3'UTR reporter in osteoblasts | Clone20 osteoblast Shn3 3'UTR firefly luciferase, 24 h | inhibition, % at 12.5 µM | 360,000 compounds, 0.52% hits;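 active means mean inhibition of at least 75% with every replicate also reaching 75%; inconclusive means mean inhibition at least 75% but some replicate below; inactive means mean inhibition below 75%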;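 further: 0% = median of neutral control wells and 100% = pilot-screen positive control compound; some compounds past the cut are filed as inactive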
# H9c2 protect – modulators protecting cardiomyocytes from myocardial damage; H9c2 cardiomyocytes, H2O2 injury protection, ATPLite, 2 h; protection from H2O2 cell death, % at 20 µM; 360,000 compounds, 0.63% hits; AID 588492;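 active means compounds giving at least 50% protection of heart cells from peroxide-induced death in the single-dose screen, raw or plate-pattern-corrected value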;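 further: 0% = DMSO wells with peroxide and 100% = DMSO wells without peroxide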
# NR2E3 ag-2 – activates human photoreceptor nuclear receptor NR2E3; AID 2300; Q9Y5X4; 320,000 compounds, 0.12% hits; GST-NR2E3/biotin-RetCOR TR-FRET, 1536-well; inhibition of corepressor binding, % at 4.78 µM;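 active means percent inhibition above the cutoff of mean plus 3 SD of all tested compounds, set per screening campaign, cut at about 20% in these data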;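 further: 0% = DMSO wells and 100% = biotin wells as full block of FRET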
#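 Material: NR2E3–RetCOR corepressor complex / Amount: 1.35 nM GST-NR2E3 / Medium: Tris pH 7.5 / Compound: single nominal compound dose of 4.8 µM / Incubation: 5 h at 4 °C / Technique: TR-FRET, Eu(K)-anti-GST donor, streptavidin-D2 acceptor, ex 340, em 617/671 nm / Read-out basis: percent loss of FRET ratio relative to control wells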
# MITF TRPM1 inh – reduces MITF-dependent TRPM1 promoter luciferase signal; SK-MEL-5 TRPM1 promoter luciferase, 24 h; inhibition, % at 12.5 µM; 330,000 compounds, 0.83% hits;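 active means mean inhibition across replicates of 60% or more, whatever share of single replicates reaches that level; inconclusive means some that reach 60%, reason not given; inactive means mean inhibition across replicates below 60%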; further: values of inactives mirror those of a sister screen read the other way
# HIF-2a block – inhibitors of HIF-2a; 786-0 RCC cells HIF-2a reporter, luciferase luminescence, overnight; inhibition, % at 18.8 µM; 360,000 compounds, 0.72% hits;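 active means inhibition of the luminescence signal of 40% or more relative to plate controls, in a single-dose primary screen at 18.75 µM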
# hiPSC survival – increases survival of single human iPS cells | hiPSC single-cell survival, ATPlite luminescence; 100% = ROCK inhibitor wells, 0% = DMSO | survival enhancement, % at 20 µM | 360,000 compounds, 0.044% hits | AID 602274; in the data active means survival enhancement above about 18%;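 further: cells exposed to compounds for 16 hours before the ATP read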
# Peg3 promoter – inhibitors of Peg3 promoter | HeLa PEG-Prom luciferase reporter, luminescence, overnight | inhibition, % at 20 µM | 360,000 compounds, 1.7% hits | AID 588405;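 active means inhibition of at least 50% at 20 µM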
# m5-HT2A agonist – agonists of mouse serotonin 5-HT2A receptor (HTR2A). CHO-K1 mHTR2A beta-arrestin complementation, luminescence; percent of 30 µM serotonin response. activation, % at 7.6 µM. 360,000 compounds, 0.66% hits. AID 624169;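 active means activation above a run cutoff, the mean activation of all tested compounds plus 3 SD, cut at about 14% in these data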;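 further: 0% = plate median of compound wells and 100% = 30 µM serotonin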
# Target sequence (P35363 whole entry, looked up): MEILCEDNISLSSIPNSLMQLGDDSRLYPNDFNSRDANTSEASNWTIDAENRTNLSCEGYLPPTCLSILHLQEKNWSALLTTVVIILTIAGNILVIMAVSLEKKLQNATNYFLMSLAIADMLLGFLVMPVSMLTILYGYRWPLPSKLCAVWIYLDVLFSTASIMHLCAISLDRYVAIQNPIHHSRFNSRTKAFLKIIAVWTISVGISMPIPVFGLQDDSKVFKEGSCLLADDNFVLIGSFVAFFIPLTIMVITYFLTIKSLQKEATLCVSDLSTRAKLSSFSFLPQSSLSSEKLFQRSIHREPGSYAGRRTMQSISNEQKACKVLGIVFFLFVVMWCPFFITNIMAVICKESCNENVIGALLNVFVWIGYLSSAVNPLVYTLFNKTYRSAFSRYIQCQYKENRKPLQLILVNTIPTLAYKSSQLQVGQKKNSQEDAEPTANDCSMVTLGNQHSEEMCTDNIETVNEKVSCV
# PDI turbidity – PDI (human) enzyme inhibition; PDI insulin aggregation turbidity, A650, 90 min; inhibition, % at 10 µM; P07237; 350,000 compounds, 0.052% hits;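 active means mean inhibition across replicates of 30% or more, whatever share of single replicates reach that level; inconclusive means mean inhibition below 30% while every single replicate reaches 30%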;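 further: absorbance from insulin aggregation driven by PDI reduction with DTT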
# * = called active by the depositor; ? = inconclusive; . = no result given.
1: Cc1noc(C)c1CCC(=O)Nc1cc(C(=O)O)ccc1Cl
2: COc1ccc(CNC(=O)CCC(=O)Nc2nnc(C(F)(F)F)s2)cc1
3: O=C(C1CCN(S(=O)(=O)N2CCC3(CC2)OCCO3)CC1)N1CCCCC1
4: O=c1c2ccccc2nc(SCc2nc(-c3ccccc3)no2)n1-c1ccc(F)cc1
5: CC1Cc2ccccc2N1C(=O)Cn1cc(C(F)(F)F)ccc1=O (centres undefined)
6: CC(OC(=O)Cc1c[nH]c2ccccc12)C(=O)NC1CCCCC1C (centres undefined)
7: CCn1cc(C2Nc3ccccc3C(=O)N2O)c(C)n1 (centres undefined)
8: COc1ccccc1-c1nc(SCC(=O)N(C)c2ccccc2)c2c(=O)n(C)c(=O)n(C)c2n1
assay / compound	1	2	3	4	5	6	7	8
CaV13 ICDI inh	-11	.	-4	.	-6	-2	-5	6
NR2E3 ag-1	-10	-20	-8	31	20	-16	-70	2
Shn3 3UTR inh	-17	11	-1	27	19	-5	-12	24
H9c2 protect	7	2	5	-18	0	-4	1	4
NR2E3 ag-2	.	-1	-1	-3	.	5	2	4
MITF TRPM1 inh	.	-3	2	.	.	-7	-29	9
HIF-2a block	13	9	16	23	2	12	-100	7
hiPSC survival	4.2	1.4	5.4	-1.8	-3.5	-0.1	3.0	-0.5
Peg3 promoter	-14	-9	-2	28	13	17	-77	36
m5-HT2A agonist	9	-3	3	-11	1	-4	-1	1
PDI turbidity	8	11	-3	2	-2	3	-2	15

9: CCCCNC(=S)N/N=C/c1ccc(C)s1
10: COCCCn1c(SCC(=O)NCc2ccco2)nc2sc3c(c2c1=O)CCC3
11: CCOc1nc(C)ccc1-c1noc(-c2ccccn2)n1
12: COCCNC(=O)C1CCCN(C(=O)/C=C/c2ccccc2)CC1 (centres undefined)
13: Fc1ccc(NC(=S)Nc2ccccc2N2CCOCC2)cc1Cl
14: CCOC(=O)c1sc2ncn(C(CC)C(=O)OCC)c(=O)c2c1C (centres undefined)
15: CC(=O)c1ccc(NC(=O)CCCN2C(=O)COc3ccc(C)cc32)cc1
16: Cc1ccnc(SCc2cc(=O)c(OC(=O)c3ccc(Br)o3)co2)n1
assay / compound	9	10	11	12	13	14	15	16
CaV13 ICDI inh	-4	-3	.	-5	1	.	-2	-2
NR2E3 ag-1	-54	-8	-15	4	-9	3	-20	-7
Shn3 3UTR inh	-10	11	2	-17	-3	-13	3	-3
H9c2 protect	5	10	7	13	-7	-9	-4	30
NR2E3 ag-2	-3	-2	2	.	4	-1	0	-1
MITF TRPM1 inh	-2	9	-40	.	2	-20	-15	0
HIF-2a block	-174	11	-131	5	17	-75	-25	2
hiPSC survival	-3.6	-0.5	1.4	-1.0	-0.4	4.7	1.4	0.0
Peg3 promoter	-207	5	-117	1	19	-39	-1	17
m5-HT2A agonist	-2	-1	1	-1	0	11	-6	6
PDI turbidity	6	1	9	-4	-2	1	-3	2

17: CC(=O)Nc1nc(-c2ccccc2)c(-c2ccccc2)o1
18: COc1cccc(N2CCN(CC(=O)Nc3nc4c(s3)CC(C)CC4)CC2)c1 (centres undefined)
19: CC1=NN(c2nc3ccccc3[nH]2)C(=O)C1Cc1ccccc1 (centres undefined)
20: CN(C)CCNC(=O)COc1ccc(Cl)cc1Cl
21: COC(=O)CN(c1ccccc1)S(=O)(=O)c1cc(Br)ccc1OC
22: COc1ccc(NC2=C3CCCC=C3N(c3ccc(OC)cc3)C2=O)cc1
23: Cc1ccc(C(=O)N2N=C(c3ccccc3)CC2(O)C(F)(F)F)o1 (centres undefined)
24: COc1cc(C)c(C2NC(=O)c3ccccc3N2)cc1C (centres undefined)
assay / compound	17	18	19	20	21	22	23	24
CaV13 ICDI inh	-3	-8	.	-4	11	-3	-1	-6
NR2E3 ag-1	-3	-14	4	-20	-12	-5	-24	-77
Shn3 3UTR inh	21	1	84	1	5	10	13	-7
H9c2 protect	8	-4	33	2	-4	-13	-4	-4
NR2E3 ag-2	0	3	-1	0	1	2	1	.
MITF TRPM1 inh	16	1	.	3	11	-17	-23	-10
HIF-2a block	18	-55	-104	14	18	10	-14	-8
hiPSC survival	-0.4	0.8	-0.7	-0.9	-1.5	0.6	-0.2	-1.5
Peg3 promoter	-9	-15	-3	4	15	11	-7	1
m5-HT2A agonist	-3	0	1	-4	3	0	1	1
PDI turbidity	13	-5	1	12	8	13	2	0

25: CSC(=CC(=O)c1ccc(F)cc1)SC
26: COc1cc(C2NC(=S)NC3=C2C(=O)CCC3)ccc1O (centres undefined)
27: O=C(CCc1ccccc1)NCCS(=O)(=O)N1CCN(c2ccccc2)CC1
28: CCOC(=O)c1ccc2c(c1)n(CC)c(C)[n+]2CC
29: COc1ccc(S(=O)(=O)Nc2ccccc2C(=O)N2CCCC2)cc1OC
30: O=C(CN1C(=O)NC2(CCc3ccccc32)C1=O)Nc1c(Cl)cccc1Cl (centres undefined)
31: CCc1ccc(S(=O)(=O)NCCc2cn3ccsc3n2)s1
32: O=C(Cn1nc(C(F)(F)F)c2c1CCC2)NCc1ccc(F)cc1
assay / compound	25	26	27	28	29	30	31	32
CaV13 ICDI inh	-5	-4	-6	-6	0	-4	-14	-5
NR2E3 ag-1	16	0	-9	-9	20	21	-7	-1
Shn3 3UTR inh	-37	-4	-2	77	-3	4	-4	16
H9c2 protect	3	-4	-5	2	0	4	-10	-3
NR2E3 ag-2	3	2	4	4	0	.	-3	1
MITF TRPM1 inh	-50	10	-1	3	3	.	-7	-6
HIF-2a block	-112	8	8	5	13	14	4	10
hiPSC survival	1.5	-0.6	0.2	-0.6	0.0	0.0	1.7	-1.6
Peg3 promoter	-82	0	-1	6	-9	11	15	12
m5-HT2A agonist	-3	-3	0	3	2	1	3	-2
PDI turbidity	-7	0	0	-1	6	1	.	6

33: CC1=NN(c2ccc(Cl)c(C(=O)O)c2)C(=O)/C1=C/c1ccc(-c2ccccc2[N+](=O)[O-])o1
34: CC1CCCC(NC(=O)CSc2n[nH]c(N)n2)C1C (centres undefined)
35: O=C(NCc1nnc(SCC(=O)N2CCN(c3ccccc3)CC2)o1)c1ccc(F)cc1
36: COc1cccc(/C=C2\SC(=S)N(CC3CCCO3)C2=O)c1 (centres undefined)
37: Cc1ccc(Nc2nc(N)nc(CN3CCC(C)CC3)n2)c(C)c1
38: CCCCC1CCC(C(=O)N(C)CC(=O)Nc2cccc(OC)c2)CC1 (centres undefined)
39: N/C(Cc1nc(-c2ccc(Cl)cc2)cs1)=N/O
40: COC(=O)CNC(=O)C(C)NC(=O)OCc1ccccc1 (centres undefined)
assay / compound	33	34	35	36	37	38	39	40
CaV13 ICDI inh	-4	-7	-5	-5	-3	-6	10	-4
NR2E3 ag-1	-45	2	2	-9	14	4	-44	-11
Shn3 3UTR inh	9	15	-10	2	49	11	-9	16
H9c2 protect	28	2	-7	-13	5	-7	-6	-1
NR2E3 ag-2	2	.	0	-1	-2	5	-2	1
MITF TRPM1 inh	-18	-2	3	-3	3	.	-25	5
HIF-2a block	11	8	12	-35	-20	3	-226	3
hiPSC survival	1.8	-1.3	0.6	-2.4	4.0	1.1	1.3	-1.0
Peg3 promoter	-84	19	10	-84	-15	10	-110	-4
m5-HT2A agonist	0	-3	1	0	-1	6	-4	2
PDI turbidity	0	0	-4	4	-1	8	-4	7

41: COc1ccc(C)c2sc(N(CCN(C)C)C(=O)c3ccc4ccccc4c3)nc12
42: CCOC(=O)N/N=C(\C)c1ccc(-n2cnnn2)cc1
43: Cc1cs/c(=N\N=C2CCCCC2)n1Cc1ccco1
44: CCN(CC)CCC(c1ccc2c(c1)OCO2)c1c(OC)cc(OC)c2ccc(=O)oc12 (centres undefined)
45: CCOC(=O)N1CCN(c2nc3ccccc3nc2C(C#N)S(=O)(=O)c2ccc(C)cc2)CC1 (centres undefined)
46: COc1ccc(/C=N/NC(=O)c2csc(-n3nc(C)cc3C(F)(F)F)n2)cc1
47: NC(=O)c1cccc2c1-c1ccccc1/C2=N/NC(N)=S
48: CCCCNC(=O)NNC(=O)c1ccco1
assay / compound	41	42	43	44	45	46	47	48
CaV13 ICDI inh	-3	-4	-3	-10	-7	.	-18	-2
NR2E3 ag-1	-5	-32	-11	28	-47	-50	16	-7
Shn3 3UTR inh	3	-2	0	-11	-9	-19	-2	14
H9c2 protect	9	12	-6	32	-14	5	14	3
NR2E3 ag-2	-4	0	1	-2	1	2	-5	2
MITF TRPM1 inh	-2	8	-3	-6	8	-5	2	2
HIF-2a block	-4	5	-2	12	-7	4	10	5
hiPSC survival	0.1	0.0	-1.1	-2.2	-1.1	-0.3	-0.2	-2.1
Peg3 promoter	-38	7	8	1	21	7	20	-8
m5-HT2A agonist	7	0	-1	-10	0	4	3	0
PDI turbidity	1	2	1	5	-8	1	3	-4

49: Cc1ccc(NC(=O)c2csnn2)c(C)c1
50: COc1ccccc1NC(=O)N(Cc1cccs1)Cc1cc2cc3c(cc2[nH]c1=O)OCO3
51: CN(CC(=O)Nc1ccc(Cl)c(C(F)(F)F)c1)C(=O)Cc1ccsc1
52: Clc1cccc(OCCCN2CCCC2)c1Cl
assay / compound	49	50	51	52
CaV13 ICDI inh	-4	-2	-6	-5
NR2E3 ag-1	-14	-34	20	6
Shn3 3UTR inh	6	20	9	-17
H9c2 protect	1	36	-15	1
NR2E3 ag-2	1	-2	1	2
MITF TRPM1 inh	-3	31	-2	4
HIF-2a block	-16	32	5	-5
hiPSC survival	-1.5	3.0	-0.4	0.5
Peg3 promoter	-14	53*	13	-2
m5-HT2A agonist	1	1	-12	-6
PDI turbidity	9	-2	3	?

# Source: PubChem
